Screening results from PubChem BioAssay.
RGS4 inh: blocks human RGS4-accelerated GTP hydrolysis; P49798; 390,000 tested, 0.039% active; AID 504845; Potency, µM (highest dose often 114 µM), inactives show top-dose activity change, negative = inhibition, usual class: inhibitors; Transcreener GDP fluorescence polarization, RGS4-accelerated GTP hydrolysis; further: potency means the concentration at half of the fitted maximal effect; on the % scale 0 is the no-effect control and ±100 the full control effect; nearly all actives have a fitted effect of over 75% in size; some results filed as inactive show a strong effect at the top dose
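MLSMR compounds (23 nl, pin-transferred) preincubated 10 min at room temperature with a 500nM (2x) first reagent, then RGS4 at 900nM (2x) plus Transcreener GDP mix added; fluorescence polarization (620/688 nm) read before and after 90 min at 30 °C.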
POLH inh: inhibitors of human DNA polymerase eta; Q9Y253; recombinant Pol eta, fluorescent DNA replication assay; Potency, µM (highest dose often 114 µM), for inactives: top-dose activity change, negative = inhibition, usual class: inhibitors; 390,000 tested, 1.2% active; AID 588591; further: potency means the concentration at half of the fitted maximal effect; on the % scale 0 is the no-effect control and ±100 the full control effect
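Pol eta at 10 nM preincubated with compounds 15 min at room temperature; reaction started with fluorescent substrate (50 nM final) and read kinetically at 0 and 10 min.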
LDHA inh: inhibitors of human lactate dehydrogenase A; P00338; purified LDHA, NADH/diaphorase-resazurin fluorescence; active compounds read low; activity change, % (values are at about 110 or 230 µM); 480,000 tested, 0.15% active; in the data active means activity change below about -30%; inconclusive means mostly about -25% to -30%;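 further: plate controls were DMSO wells for no effect and wells without enzyme for full effect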
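Resorufin fluorescence (ex540/em590), read at 0 and 20 min after diaphorase/resazurin addition, reports the NADH left after a 5 min room-temperature reaction of 2 nM human LDH5 with 0.06 mM NADH and 0.2 mM pyruvate.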
APE1 inh: APE1 (human) endonuclease inhibition | P27695 | recombinant APE1, TAMRA/BHQ-2 abasic DNA cleavage fluorescence | Potency, µM (titrated, usually from 65.8 µM), for inactives: at the top dose activity change, negative = inhibition, actives largely listed as inhibitors | 350,000 tested, 0.35% active | AID 2517;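 further: potency means the concentration at half of the fitted maximal effect; plate controls were vehicle for no effect and reference inhibitor for full effect; nearly all actives have a fitted effect of over 55% in size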
Target sequence (P27695 whole entry, looked up): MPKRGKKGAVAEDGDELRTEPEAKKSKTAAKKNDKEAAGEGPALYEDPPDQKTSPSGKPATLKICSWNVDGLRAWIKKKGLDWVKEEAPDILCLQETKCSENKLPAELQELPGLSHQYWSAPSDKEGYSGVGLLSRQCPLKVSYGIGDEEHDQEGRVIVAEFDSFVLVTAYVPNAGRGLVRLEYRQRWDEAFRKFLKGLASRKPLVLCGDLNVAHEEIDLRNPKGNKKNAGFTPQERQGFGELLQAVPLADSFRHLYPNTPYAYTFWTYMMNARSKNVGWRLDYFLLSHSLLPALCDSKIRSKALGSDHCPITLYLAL
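Measures dequenching upon AP-site incision of a 5'-TAMRA/3'-BHQ-2 THF-containing duplex, 50 nM; human APE1 0.75 nM after 15 min room-temperature exposure to compound; kinetic three-point read at one-minute spacing.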
Pol kappa inh: DNA polymerase kappa (human) inhibition; purified Pol kappa, fluorescent DNA synthesis assay, 10 min; Q9UBT6; AID 588579; 400,000 tested, 0.53% active; Potency, µM (titrated, usually from 107 µM), for inactives: at the highest dose activity, negative = inhibition, actives largely listed as inhibitors; further: potency means the concentration at half of the fitted maximal effect; on the % scale 0 is the no-effect control and ±100 the full control effect
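50 nM final substrate added after 15 min RT preincubation of 10 nM Pol kappa with compound; fluorescence read at 0 and 10 min.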
12-LOX inh: blocks human arachidonate 12S-lipoxygenase; purified 12hLO, xylenol orange hydroperoxide absorbance; AID 1671190; Potency, µM (top dose mostly 108 µM), for inactives: top-dose activity change, negative = inhibition, actives largely listed as inhibitors; P18054; 580,000 tested, 1.1% active; further: potency means the concentration at half of the fitted maximal effect; on the % scale 0 is the no-effect control and ±100 the full control effect
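Purified human 12hLO (150 nM final) in 25 mM Hepes, 0.01% Triton X-100, pH 7.0 was preincubated 15 min at room temperature with compound. Then 40 uM arachidonic acid was added, 30 min. Hydroperoxide was read by Fe-XO absorbance ratio 573/405 nm.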
ERG Ets-DNA blk: blocks human ERG Ets domain binding to DNA | P11308 | fluorescence polarization, His-ERG Ets domain / labelled DNA | Potency, µM (titrated, usually from 76.9 µM), for the others: at the highest dose FP activity, negative = inhibition, most hits filed as inhibitors | 370,000 tested, 0.028% active; active means well fitted inhibition curve with a large enough effect in the polarisation, with a control signal flat; inconclusive means small, poorly fitted or top-dose-only effect, or effect the other way, or a change in a side signal; inactive means no such curve, though single readings can be large or run the other way; the % refers to the polarisation;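 further: polarization taken with two DNA probes labelled with fluorescein and Texas red; potency means the concentration at half of the fitted maximal effect; % of control where 0% means no effect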
Target sequence (P11308 whole entry, looked up, the tested form may be a part): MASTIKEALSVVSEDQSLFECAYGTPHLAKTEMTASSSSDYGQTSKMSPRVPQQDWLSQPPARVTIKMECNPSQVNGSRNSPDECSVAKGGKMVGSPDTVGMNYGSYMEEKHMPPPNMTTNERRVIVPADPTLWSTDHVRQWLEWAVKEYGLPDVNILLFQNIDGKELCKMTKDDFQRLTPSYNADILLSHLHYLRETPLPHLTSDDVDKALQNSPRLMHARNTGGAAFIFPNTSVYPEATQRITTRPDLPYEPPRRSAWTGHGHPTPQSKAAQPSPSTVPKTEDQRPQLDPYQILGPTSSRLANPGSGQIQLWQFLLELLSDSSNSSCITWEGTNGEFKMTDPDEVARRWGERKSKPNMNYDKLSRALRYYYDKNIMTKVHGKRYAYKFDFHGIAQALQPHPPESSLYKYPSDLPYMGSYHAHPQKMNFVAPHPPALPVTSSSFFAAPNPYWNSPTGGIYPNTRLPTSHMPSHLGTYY
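His-tagged ERG Ets domain (1 uM in the protein solution; 300mM KCl, 50mM Tris-HCl, 1mM EDTA, 1mM DTT, pH 7.5) received compound, then a probe mix of 5 nM fluorescein-DNA and 100nM Texas-615-DNA. Fluorescence polarization was read for both dyes.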
Apoferritin bind: binds horse apoferritin like a general anesthetic; P02791; AID 485281; apoferritin/1-aminoanthracene competitive binding, fluorescence; 350,000 tested, 0.074% active; Potency, µM (titrated, usually from 77.5 µM), inactives show top-dose activity change, negative = displacement, hits mostly inhibitors; further: potency means the concentration at half of the fitted maximal effect; on the % scale 0 is the no-effect control and ±100 the full control effect; nearly all actives have a fitted effect of over 20% in size
Target sequence (P02791 2-175 limits assumed): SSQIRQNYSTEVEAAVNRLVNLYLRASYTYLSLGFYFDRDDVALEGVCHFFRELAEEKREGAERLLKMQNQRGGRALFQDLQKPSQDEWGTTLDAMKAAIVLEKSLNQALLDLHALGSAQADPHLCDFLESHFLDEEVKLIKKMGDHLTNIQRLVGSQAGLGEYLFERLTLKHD
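10 uM apoferritin + 50% sat. 1-AMA, PBS; cpd 10 min RT; Ex380/Em535 endpoint; normalized to free probe vs complex; 4-param Hill fit; propofol titration as pos. ctrl.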
Pol beta inh: blocks human DNA polymerase beta activity; AID 485314; Potency, µM (titrated, usually from 114 µM), for inactives: at the top dose activity change, negative = inhibition, usual class: inhibitors; P06746; 340,000 tested, 1.3% active; Pol beta primer extension/strand displacement, fluorescence kinetic; further: potency means the concentration at half of the fitted maximal effect; on the % scale 0 is the no-effect control and ±100 the full control effect
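Preincubation: enzyme (10 nM) with compound, 15 min, RT. Reaction: substrate added to 50 nM final. Reads: 0 and 10 min. Analysis: normalized, Hill fit.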
* hit, by the source's call; ? = inconclusive; / = no result given; & = joins results of further samples; [ ] = remark or other dose. Unless noted, the call rests on the fitted dose curve; in most records, active means well fitted curve in the direction sought with a large enough effect; inconclusive means small, poorly fitted or top-dose-only effect, or another doubt; inactive means no such curve, though single readings can be large; an effect the other way counts as inactive or inconclusive.

SMILES	RGS4 inh	POLH inh	LDHA inh	APE1 inh	Pol kappa inh	12-LOX inh	ERG Ets-DNA blk	Apoferritin bind	Pol beta inh
COC(=O)C(CCSC)Nc1ncnc2onc(-c3ccc(F)cc3)c12 (centres undefined)	5%	2%	-6	/	0%	-1%	-2%	-6%	-11%
COc1cccc(/C=C/C(=O)N2CCN(c3n[nH]c(=O)[nH]c3=O)CC2)c1OC	?	-6%	-4	-1%	-17%	-5%	7%	-10%	4%
N#Cc1ccc(COC(=O)c2ccccn2)cc1	/	/	/	3%	/	-6%	/	-4%	12%
Brc1cc2c(cc1/C=N/Nc1nc(N3CCOCC3)nc(N3CCOCC3)n1)OCO2	24%	-1%	-5	-4%	-12%	6%	4%	-2%	4%
Cc1ccc(C(=O)OCc2nc3ccccc3s2)o1	-6%	-23%	-2	7%	2%	?	4%	/	/
COCCNc1nc2nonc2nc1NC(C)c1ccccc1Cl (centres undefined)	-3%	-13%	-1	1%	-9%	-28%	10%	-14%	5%
CC(=O)Nc1cc(C(=O)N2CCc3ccccc3C2)ccc1Sc1ccc(F)cc1	-7%	-16%	4	1%	-6%	-26%	-1%	-3%	17%
Cc1cc(NC(=O)Cn2nc(-c3cccs3)ccc2=O)cc(C)c1Br	-15%	-5%	0	17%	-5%	-7%	12%	-6%	-1%
CCOC(=O)c1ccc(NC(=O)C2(c3ccc(Cl)cc3)CCCC2)cc1	6%	-18%	1	2%	-7%	0%	-12%	-20%	2%
CCSc1cc(N2CCOCC2)nc(-c2ccccc2)n1	-2%	-18%	-7	-1%	-1%	11%	-10%	-15%	5%
CC(=O)c1ccc(Oc2nc3c(c(=O)n(C)c(=O)n3C)n2C)cc1	-5%	1%	-7	11%	-6%	0%	-4%	-2%	8%
COc1ccccc1CNC(=O)C(=O)NCC1CCCO1 (centres undefined)	12%	5%	-5	10%	-8%	0%	-7%	9%	6%
O=c1[nH]nc(-c2ccc(NCCCO)c([N+](=O)[O-])c2)c2ccccc12	-20%[56.9 µM]	-18%	-6&8	37%[activator]	8%	0%&-23%	-5%	1%	29%
O=C(COC(=O)CNC(=O)c1ccccc1)NC(=O)NC1CCCCC1	24%	3%	-8	25%	-25%	-7%	-6%	/	/
Nc1n[nH]c(N)c1N=Nc1ccc(F)cc1	-20%	-7%	3	0%	16%	-8%	2%	?	-2%
Cc1cc(NC(=O)CSc2c(C)[nH]c3ccccc23)no1	-10%	-1%	-2	-5%	-2%	-11%	-5%	0%	-11%
Nn1cnnc1SCC(=O)N1CCc2ccccc2C1	17%	-4%	-8	38%	-12%	371%[activator]	10%	/	/
O=C1N/C(=N\N=C\c2cccs2)SC1Cc1ccc(Cl)cc1Cl (centres undefined)	-4%	-12%	-4	0%	-16%	6%	10%	-7%	80%
CC(=O)Nc1ccc(NC(=O)COC(=O)CCNS(=O)(=O)c2c(Cl)cccc2Cl)cc1	-31%	-20%	-4	30%	-1%	16%	2%	/	/
Cc1nc2cncc(Br)c2n1C	-3%	6%	-2	15%	-18%	0%	-9%	-9%	33%
CN1CCN(C(=O)C(=O)c2cn(CC(=O)N3CCCC3)c3ccccc23)CC1	2%	-12%	0	-6%	1%	43%[activator]	-4%	-7%	12%
Cc1ccc(C(=O)N[C@H](C(=O)NC2CCCCC2)C(C)C)cc1	-21%	-25%	-6	19%	2%	407%[activator]	-7%	/	/
O=C(NCC1CCCO1)c1ccc(N2CCCCC2)c([N+](=O)[O-])c1 (centres undefined)	-9%	-22%	-10	-3%	-11%	0%	0%	-14%	1%
CCOC(=O)N1CCN(c2c(NCCOC)c(=O)c2=O)CC1	13%	-4%	0	0%	-13%	15%	27%	-7%	56%
O=C(Nc1cccc(Br)c1)c1ccc2c(c1)SC1=NS(=O)(=O)CCN12	1%	-3%	-9	-14%	-13%	293%[activator]	15%	/	/
Brc1ccc(-c2c(-c3ccsc3)sc3ccccc23)cn1	-1%	-6%	1	21%	8%	-20%	-4%	/	/
O=S(=O)(Nc1ncccn1)c1ccc(Nc2ncnc3ccccc23)cc1	14%	-3%	-8	-2%	7%	?	3%	1%	-6%
CC(C)Oc1ccc(C(=O)NCc2ccco2)cc1	-22%[11.4 µM]	-21%	-1	6%	-5%	14%	2%	-1%	0%
CCc1nnc(NC(=O)c2ncc(Cl)c(Cl)c2Cl)s1	8%	-3%	-1	23%	-15%	3%	-6%	-5%	12%
CC(C)NC(=O)c1onc(CSc2nc3ccccc3[nH]2)c1C(=O)NC(C)C	8%	-5%	1	38%	-9%	-15%	11%	-6%	6%
COc1ccc(OC)c(S(=O)(=O)Nc2ccc(F)cc2)c1	1%	-12%	-20	16%	-6%	5%[57.4 µM]	1%	-3%	23%
CC(C)(CO)C(O)C(=O)NCCC#N (centres undefined)	-20%	-18%	-1	-5%	1%	-1%	5%	-16%	0%
CCC(C)(C)NC(=O)C(c1ccc(OC)cc1)N(C(=O)CCC(=O)Nc1cc(C)on1)c1ccc2c(c1)OCCO2 (centres undefined)	-19%	-27%	-6	26%	-10%	?	-6%	1%	0%
CC(C)NS(=O)(=O)c1ccc(OCC(=O)Nc2ccc3c(c2)OCO3)cc1	11%	-5%	-10	-1%	-9%	-8%	-1%	-5%	0%
Cc1c(Cl)cccc1N1C(=O)c2ccccc2C1=O	30%	-9%	-4	0%	-4%	-2%	-12%	-1%	25%
O=C(NC1CCCCCCC1)C1CCN(S(=O)(=O)N2CCCC2)CC1	-9%	9%	-10	-2%	-8%	10%	/	-8%	1%
COC(=O)/C=C/c1c(C)[nH]c(=O)[nH]c1=O	18%	-14%	-13	-2%	-4%	-5%	3%	5%	6%
CC(C)N(Cc1ccccc1)C(=S)Nc1cccnc1	-18%	-15%	-8	23%	4%	-5%	6%	-5%	20%
CCOC(=O)Cn1cncc1-c1ccc([N+](=O)[O-])cc1	-7%	-18%	-7	12%	-11%	-7%	-1%	-16%	37%
COc1ccc2c(c1)c1ncn(Cc3ccccn3)c(=O)c1n2C	9%	-9%	0	-2%	-4%	0%	-2%	10%	16%

One compound at a time (already shown):
COc1ccc2c(c1)c1ncn(Cc3ccccn3)c(=O)c1n2C is entered as RGS4 inh: 9%; POLH inh: -9%; LDHA inh: 0; APE1 inh: -2%; Pol kappa inh: -4%; 12-LOX inh: 0%; ERG Ets-DNA blk: -2%; Apoferritin bind: 10%; Pol beta inh: 16%
COc1ccc(OC)c(S(=O)(=O)Nc2ccc(F)cc2)c1 is entered as RGS4 inh: 1%; POLH inh: -12%; LDHA inh: -20; APE1 inh: 16%; Pol kappa inh: -6%; 12-LOX inh: 5%[57.4 µM]; ERG Ets-DNA blk: 1%; Apoferritin bind: -3%; Pol beta inh: 23%

(next part)
SMILES	RGS4 inh	POLH inh	LDHA inh	APE1 inh	Pol kappa inh	12-LOX inh	ERG Ets-DNA blk	Apoferritin bind	Pol beta inh
Cc1cccc(-n2cc(-c3ccc([N+](=O)[O-])cc3)[nH]c2=S)c1	-17%	-6%	-12	5%	2%	-25%	-12%	-5%	1%
CC(NS(=O)(=O)/C=C/c1ccccc1)C(=O)NCCc1ccc(S(N)(=O)=O)cc1 (centres undefined)	49%	-4%	-2	0%	-14%	7%	5%	-11%	?
Cc1ccc(C(=O)C2C(c3ccc(-c4ccccc4[N+](=O)[O-])o3)NC(=O)NC2(O)C(F)(F)F)cc1 (centres undefined)	-14%[11.4 µM]	-13%	18	/	-16%	?	-1%	/	/
CCOC(=O)C1=NNC2C(=O)N(C3CCCCC3)C(=O)C12 (centres undefined)	-5%	-1%	-12	2%	-1%	34%[activator]	3%	-7%	1%
Cc1ccc(NC(=S)N2CCN(C)CC2)c(C)c1	-11%	-14%	-6	3%	-17%	2%	0%	-2%	35%
COc1ccc(CNC(=O)COC(=O)CCC2CCCCC2)cc1	-14%	-15%	-7	-3%	-7%	-14%	3%	?	15%[57.1 µM]
O=S(=O)(Nc1ccc(-c2cn3ccccc3n2)cc1)c1ccccc1	18%[11.4 µM]	1%	-7	0%	-14%	?	-4%	-10%	-10%
Cc1ccc(N2C(=O)Nc3ccc(Br)cc3C2(O)C(=O)NCCCN(C)C)cc1C (centres undefined)	-11%	-13%	-3	0%	-1%	-4%	6%	-8%	7%
Cc1c(C)n(CCCN(C)C)c2ncnc(NCc3ccccc3)c12	4%	-5%	0	13%	-32%	-22%	-9%	43%[activator]	-1%
COc1ccc(N(C)C(=O)c2nc(-c3cccc(F)c3)n3c2CCCCC3)c(OC)c1	-2%	-10%	4	/	-1%	-1%	6%	1%	8%
COC(=O)Cn1nc(C)c2c(C)n(-c3ccccc3)nc2c1=O	3%	/	-7	/	-9%	-10%	-2%	1%	13%
COc1ccc(OC)c(C2C3=C(COC3=O)Nc3cc4c(cc32)OCO4)c1 (centres undefined)	-18%	-10%	-1	-4%	6%	39%[activator]	1%	-2%	15%
COc1cccc(CNc2ccc(N3CCC(C)CC3)cc2)c1OC	?	-17%	19	-1%	-5%	?	5%	-12%	?
Cc1cccc(C)c1NC(=S)NCCSc1ccc(Cl)cc1	-3%	-8%	-8	-3%	1%	?	7%	-5%	0%
C=CCSc1nccc(-c2cc(Cl)sc2Cl)n1	-15%	-13%	-1	5%	-16%	2%	-12%	-20%	5%
CC1=CCC(C(=O)O)C(C(=O)Nc2cccnc2)C1 (centres undefined)	-13%	-11%	3	-2%	0%	0%	-3%	-6%	11%

The list is partial; the hit share may differ from the screen's.
